# PMI inhibitors – inhibitors of human PMI, primary screen, biochemical, fluorescence intensity, coupled assay (AID 1209) | purified PMI enzyme, coupled fluorescence intensity; higher % means a stronger effect | one-dose inhibition, % at 20 µM; IC50 in µM for titrated hits | hit rate 0.42% among 190,000;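 also: plate controls were DMSO vehicle for no effect and wells lacking substrate for full effect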
# TNAP activators – human TNAP enzyme activators, primary screen, biochemical, luminescent, no phosphate acceptor, uHTS (AID 1001) | hit rate 0.03% among 200,000 | one-dose activation fold at 20 µM; EC50 in µM for titrated hits | purified TNAP, luminescent activation assay, no phosphate acceptor; higher activation fold means a stronger effect; in the data active = activation fold from about 3, or a potency from the dose series; inactive = the rest, 99 in 100 with activation fold below about 1.6; also: many of its hits are not listed in these tables
# HEK293 NOD2/NF-kB – inhibition of NOD2-driven NF-kB reporter – cell-based, luminescence, uHTS, HEK293 (AID 1566); HEK293 NOD2/NF-kB luciferase reporter, luminescence; higher % means a stronger effect; inhibition, % at 4 µM; hits with a dose series show EC50 in µM; hit rate 0.63% among 290,000; also: many of its hits are not listed in these tables
# LYP inhibition – PTPN22 lymphoid phosphatase activity blockers – biochemical, fluorescence intensity, uHTS (AID 1779). recombinant LYP phosphatase, fluorescence intensity; higher % means a stronger effect. inhibition, % at 11.5 µM, or IC50 in µM where a hit was titrated. hit rate 0.054% among 290,000;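 also: plate controls were vehicle with enzyme for no effect and no enzyme for full effect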
# PMI inhibition – MPI inhibition at elevated mannose 6-phosphate – biochemical, fluorescence intensity, high mannose 6-phosphate, primary screen (AID 1220); recombinant PMI enzyme, coupled fluorescence intensity; higher % means a stronger effect; inhibition, % at 20 µM; hits with a dose series show IC50 in µM; hit rate 0.66% among 190,000
# KOR beta-arrestin-1 – KOR antagonists, beta-arrestin recruitment, cell-based, luminescence, uHTS (AID 1778); hit rate 0.091% among 290,000; one-dose inhibition, % at 10 µM; IC50 in µM for titrated hits; KOR beta-arrestin recruitment, luminescence, antagonist mode; higher % means a stronger effect; also: strong numbers were not always called active
# NOD1 inhibition – NOD1 signaling inhibitors, primary screen, cell-based, luminescence, uHTS (AID 1578). hit rate 1% among 290,000. NOD1-driven NF-kB luciferase reporter cells, luminescence; higher % means a stronger effect. inhibition, % at 4 µM, or EC50 in µM where a hit was titrated; in the data active = inhibition mostly above about 36%, no sharp cut-off; inactive = mostly below about 34%;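 also: HEK-293T reporter cells stimulated with the NOD1 agonist gamma-tri-DAP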
# XIAP displacement – small molecules displacing peptide from XIAP – biochemical, IAP family, fluorescence polarization (AID 1018); XIAP BIR domain, fluorescence polarization peptide displacement; higher % means a stronger effect; one-dose displacement, % at 20 µM; IC50 in µM for titrated hits; hit rate 0.007% among 200,000; in the data active = displacement above about 50%; also: a part of the inactive calls stands beside numbers as strong as those of hits
# KOR beta-arrestin-2 – KOR agonists, beta-arrestin recruitment, primary screen, cell-based, luminescence, uHTS (AID 1777) | KOR beta-arrestin recruitment, luminescence; higher % means a stronger effect | activation, % at 10 µM; hits with a dose series show EC50 in µM | hit rate 0.02% among 280,000; in the data active = activation above about 50%, passing the limit was not always enough; also: a part of the inactive calls stands beside numbers as strong as those of hits
# Starred values were filed as active, the others as inactive; . = not tested or not shown; [ ] = dose if it differs, or a comment. Rule as the data show it, unless noted: active = inhibition above about 50%; inactive = the rest.
SMILES,PMI inhibitors,TNAP activators,HEK293 NOD2/NF-kB,LYP inhibition,PMI inhibition,KOR beta-arrestin-1,NOD1 inhibition,XIAP displacement,KOR beta-arrestin-2
Cc1[nH]c2ccccc2c1C(=O)C(=O)N1CCN(c2ccccc2)CC1,.,.,22.9%,-4.4%,.,4.5%,-18.8%,.,7.4%
O=C(O)C1=NOC(CNC(=O)c2ccccc2Cl)C1 (stereo not given),-5.8%,1.1,14.0%,-2.2%,-13.0%,6.3%,-43.8%,-3.9%,-1.4%
Cc1cc(C)c2c(N)c(C(=O)c3ccccc3)sc2n1,.,.,11.7%,3.1%,.,-8.4%,-10.6%,.,0.7%
O=S(=O)(Nc1ncccn1)c1ccc(NC(=S)Nc2ccccc2Cl)cc1,.,.,15.3%,-6.2%,.,-12.2%,-9.2%,.,2.5%
CN(Cc1cnccn1)Cc1nc(Cc2ccccc2Cl)no1,-9.4%,1.1,-0.9%,-10.3%,-12.0%,-13.1%[20 µM],14.9%,-6.4%,4.8%
CC(=O)C(Sc1ccc2nnc(-c3cccnc3)n2n1)C(C)=O,-26.4%,1.1,11.4%,-1.0%,-9.9%,-19.8%,-38.9%,-3.1%,4.0%
CC(=O)N1CCC(N2CCN(Cc3ccc(C)cc3)C(CCO)C2)CC1 (stereo not given),-1.8%,1.1,6.9%,-2.8%,-3.5%,-7.0%[20 µM],-0.3%,-6.5%,-4.5%
Cc1ccc(-n2c([S-])c(C(=O)Nc3ccc(OC(F)F)cc3)[n+]3ccc(C(=O)NCCO)cc23)cc1C,-38.3%,1.1,1.7%,-0.3%,-40.7%,4.8%,-36.0%,-3.7%,-0.6%
CCCn1nnnc1NCc1ccc(C(C)C)cc1,.,.,-1.4%,-6.9%,.,0.8%,15.2%,.,4.5%
O=C(CSc1nc(-c2ccccc2)c(-c2ccccc2)o1)Nc1nncs1,17.7%,1,18.2%,-1.9%,7.6%,-9.1%,21.7%,-6.4%,-1.8%
COc1cc(NS(=O)(=O)c2ccc(NS(=O)(=O)c3ccc(NC(C)=O)cc3)cc2)nc(OC)n1,.,.,-2.6%,-3.7%,.,24.8%,-30.6%,.,-2.9%
COc1ccccc1C(c1nnnn1CC1CCCO1)N1CCN(c2ccccc2)CC1 (stereo not given),0.3%,1,-9.8%,-5.3%,-5.3%,-6.0%[20 µM],-24.7%,-17.4%,4.2%
Cc1nc2cc(C(=O)NCc3cccnc3)ccc2n1-c1ccc(F)cc1F,-16.9%,1.2,10.9%,-0.8%,-11.1%,-1.5%,-11.7%,-7.0%,-3.4%
COC(=O)CCNC(=O)c1ccc2nc(Cc3ccc(OC)c(OC)c3)oc2c1,.,.,2.0%,-9.8%,.,-64.0%[20 µM],-9.7%,.,2.8%
Cc1nn(C)cc1/C=N\NC(=O)c1ccc(Cn2cc(Cl)cn2)cc1,-12.8%,1.1,4.6%,3.5%,-6.2%,22.1%,-23.4%,-7.9%,1.2%
Cc1ccc([N+](=O)[O-])c(C)[n+]1C,.,1.1,15.3%,-8.3%,8.8%,-0.3%,-13.3%,-11.6%,-3.1%
CCCc1cc(=O)n2[nH]c(SCc3ccc(Cl)cc3)nc2n1,.,.,24.3%,0.9%,.,0.6%,-6.2%,.,-5.0%
Nc1ccc(Sc2nc3ccccc3[nH]2)cc1,-20.9%,1,-18.7%,-7.1%,-9.4%,16.2%,-12.5%,-9.4%,-3.2%
Cc1ccc(-c2nc(CS(=O)(=O)CC(=O)NC3CCCCC3C)c(C)o2)cc1 (stereo not given),-3.5%,1,6.2%,-5.9%,-10.0%,1.3%,4.3%,-4.9%,-4.4%
O=C(NC1CCCc2c1cnn2-c1ccc(F)cc1F)c1ccccc1N1CCOCC1 (stereo not given),.,.,7.3%,-6.8%,.,-16.4%,-38.9%,.,1.5%
Cc1nnc(SCCC(=O)Nc2ccccc2Cl)o1,.,.,-6.8%,-4.7%,.,7.8%,-24.1%,.,0.5%
CCOc1ccc(N2CC(C(=O)NCc3ccccc3)CC2=O)cc1 (stereo not given),-12.4%,1.1,4.6%,3.3%,-15.1%,-10.1%,-30.6%,-2.9%,-0.7%
N#Cc1ccc(COC(=O)c2ccc(N3CCCC3)c([N+](=O)[O-])c2)cc1,13.9%,0.9,-9.3%,4.0%,9.7%,9.2%,-15.0%,-0.7%,-4.7%
O=C(O)C1CCCNC1 (stereo not given),-1.6%,1.1,16.0%,-9.6%,-2.5%,11.5%,-20.3%,-6.8%,0.6%
CCOC(=O)N1CCC(N(CCOC)C(=S)Nc2cccc(SC)c2)CC1,-4.8%,1,-3.2%,0.6%,2.9%,-23.8%,-20.6%,-6.7%,2.9%
CC(=O)OCCCCON1C(=O)c2ccccc2C1=O,-6.2%,1.1,21.2%,-12.0%,-16.0%,-13.6%,9.9%,-6.7%,-2.8%
C=CCn1c(=O)c(C(=O)NCCN(CC)CC)c(O)c2ccccc21,13.0%,1.1,13.0%,-0.1%,7.7%,-0.1%,6.6%,-0.3%,4.0%
Fc1ccccc1NC(=S)N/N=C/c1ccccc1Br,-1.7%,1.1,-88.0%,2.8%,-7.0%,-29.4%,-29.2%,-3.8%,1.0%
CN(CC(=O)NCC1CCCCC1)S(=O)(=O)c1ccc(Cl)cc1,.,.,0.2%,-8.5%,.,-32.5%,-12.4%,.,-1.2%
O=C(O)CCCN1C(=O)/C(=C\c2ccc(-c3nc4ccccc4s3)o2)SC1=S,.,.,-14.6%,6.8%,.,6.2%,17.2%,.,1.3%
CN(C)c1ccnc(Oc2ccc(F)cc2)c1C#N,10.3%,1.1,-1.5%,-4.9%,15.4%,-6.1%,7.8%,-4.5%,3.5%
Cc1c(C(=O)OC/C(O)=C(\C#N)c2nc3ccccc3[nH]2)oc2ccccc12,.,.,18.0%,1.5%,.,-15.6%,-4.5%,.,7.0%
Cn1c(=O)c2ncn(CC(=O)Nc3ccc4c5c(cccc35)CC4)c2n(C)c1=O,-6.1%,1.1,-5.4%,1.5%,-22.1%,.,-38.1%,-3.0%,.
O=C(NCCN=C1NS(=O)(=O)c2ccccc21)c1ccco1,1.5%,1.2,7.8%,-8.0%,4.3%,21.0%,-15.8%,0.0%,0.9%
CC(=O)C1=C(O)C(=O)N(Cc2ccco2)C1c1ccc(F)cc1 (stereo not given),-10.7%,1.1,-5.2%,-0.2%,-25.2%,-48.8%,31.5%,-7.0%,0.3%
O=C(c1ccccc1)N1CCN(C(=O)C2CC2)CC1,.,.,-21.5%,-12.7%,.,-23.5%,-30.2%,.,1.5%
CC(=O)OC1c2ccccc2C(=O)N1Cc1ccccc1 (stereo not given),-11.0%,1.1,-5.4%,-6.8%,-14.0%,-9.1%,-21.3%,-0.6%,3.5%
CN(c1ccc(F)cc1)S(=O)(=O)c1ccc(Cl)c(C(=O)Nc2ccc3c(c2)CCC3)c1,10.3%,1.1,23.2%,9.3%,4.0%,17.9%,29.3%,-3.5%,3.5%
Cc1nc(SCC(=O)Nc2c(C)n(C)n(-c3ccccc3)c2=O)n[nH]1,4.4%,1,3.5%,-3.1%,8.1%,-15.6%,-27.9%,-6.3%,5.1%
COc1cc2c(cc1OC)CN(c1nc(CN3CCCCC3)nc3sc4c(c13)CCCC4)CC2,5.7%,1.1,-4.5%,3.3%,10.1%,37.4%,-42.8%,-3.9%,-4.8%
O=C(Nc1cnc2ccccc2c1)N1CCCCC1,6.2%,1,-58.6%,-1.3%,4.6%,17.9%,-59.3%,-1.8%,10.0%
COc1cc(/C=C2\SC(=S)N(c3cccnc3)C2=O)ccc1O,.,.,8.1%,-2.0%,.,24.5%,-12.7%,.,-5.3%
CCc1ccc(NC(=O)Nc2ccncc2)cc1,0.5%,1.1,-5.9%,-2.9%,-6.4%,19.0%[20 µM],-32.8%,-4.3%,3.0%
COc1ccc(NC(=O)C2CCCN(c3c4c(nc5ncnn35)CCC4)C2)cc1OC (stereo not given),-7.3%,1.1,13.1%,-2.0%,-4.5%,-10.3%,-11.0%,-6.2%,1.7%
O=S(=O)(/N=C/c1ccccc1O)c1cccs1,7.2%,1.1,1.6%,-5.5%,12.8%,0.3%,3.7%,-5.4%,8.5%
CCn1nnnc1SCC(=O)N1c2ccccc2Sc2ccccc21,-3.0%,1.1,11.0%,-1.8%,-5.8%,-29.6%,-28.9%,-4.2%,8.4%
Cc1cc(N/N=C/c2ccc(Cl)cc2Cl)nc(NCc2ccccc2)n1,20.3%,1.1,19.1%,3.5%,9.8%,24.0%,-4.9%,-8.9%,3.8%
CCCn1nnnc1NC(=O)c1cc(Br)ccc1OC,0.2%,1.1,4.8%,-3.7%,-6.7%,-4.8%,-23.0%,-4.0%,-0.5%

# Of the compounds above, these contain an NH in an aromatic ring.
SMILES,PMI inhibitors,TNAP activators,HEK293 NOD2/NF-kB,LYP inhibition,PMI inhibition,KOR beta-arrestin-1,NOD1 inhibition,XIAP displacement,KOR beta-arrestin-2
Cc1[nH]c2ccccc2c1C(=O)C(=O)N1CCN(c2ccccc2)CC1,.,.,22.9%,-4.4%,.,4.5%,-18.8%,.,7.4%
CCCc1cc(=O)n2[nH]c(SCc3ccc(Cl)cc3)nc2n1,.,.,24.3%,0.9%,.,0.6%,-6.2%,.,-5.0%
Nc1ccc(Sc2nc3ccccc3[nH]2)cc1,-20.9%,1,-18.7%,-7.1%,-9.4%,16.2%,-12.5%,-9.4%,-3.2%
Cc1c(C(=O)OC/C(O)=C(\C#N)c2nc3ccccc3[nH]2)oc2ccccc12,.,.,18.0%,1.5%,.,-15.6%,-4.5%,.,7.0%
Cc1nc(SCC(=O)Nc2c(C)n(C)n(-c3ccccc3)c2=O)n[nH]1,4.4%,1,3.5%,-3.1%,8.1%,-15.6%,-27.9%,-6.3%,5.1%

# Later entries
SMILES,PMI inhibitors,TNAP activators,HEK293 NOD2/NF-kB,LYP inhibition,PMI inhibition,KOR beta-arrestin-1,NOD1 inhibition,XIAP displacement,KOR beta-arrestin-2
Cc1ccc(NS(C)(=O)=O)c(C(=O)c2ccccc2)c1,1.8%,1.1,-10.7%,0.0%,-9.5%,-45.6%,-34.1%,-9.1%,6.4%
COc1cc2[nH]c(=S)n(NC(=O)c3ccccc3)c(=O)c2cc1OC,1.6%,1.1,14.6%,-9.5%,-2.2%,34.1%,1.2%,-9.2%,-2.8%
Cc1cccc(/C=N/NC(=O)NC2CCCCC2)c1,2.6%,1,-15.0%,0.8%,4.9%,-1.6%,42.9%,-0.3%,4.5%
Cc1cc(C)n2nc(S(=O)(=O)NCCc3ccccc3)nc2n1,0.7%,1.2,18.1%,-6.7%,-5.7%,-3.1%,-0.2%,-1.3%,3.2%
Cc1ccc(Nc2nnc(SCC(=O)N(C)C3CCS(=O)(=O)C3)s2)cc1 (stereo not given),10.1%,1.1,-19.2%,0.1%,14.0%,-2.8%,-30.5%,-3.9%,-0.8%
Nc1c(C(=O)Nc2ccccc2)sc2ncc([N+](=O)[O-])cc12,.,.,-15.0%,-5.1%,.,28.4%,-13.9%,.,2.4%
O=C(O)CCN1C(=O)/C(=C\c2ccncc2)SC1=S,-6.9%,1.6,-9.8%,-3.0%,4.4%,-35.1%,-25.0%,-2.8%,1.7%
CCOC(=O)[C@@H]1[C@H]2COc3ccccc3[C@H]2N2C(=O)N(c3cccc(F)c3)C(=O)[C@]12C,.,.,-5.1%,-0.7%,.,10.1%[20 µM],-38.8%,.,-4.0%
O=C(OCc1ccc(Cl)c(Cl)c1)c1cnccn1,-3.4%,1.2,13.3%,-3.6%,-1.3%,-3.9%,2.4%,-7.3%,0.9%
COc1ccc(OC)c2c1sc(=NC(=O)C1CCCCC1)n2C,.,.,13.8%,-9.7%,.,1.3%,2.6%,.,1.9%

# From PubChem

# Only part of the results is shown; rates above refer to the full screens.
